Assay outcomes: PubChem, several laboratories
m5-HT2A agonist – mouse HTR2A agonism via beta-arrestin recruitment. CHO-K1 mHTR2A beta-arrestin complementation, luminescence; percent of 30 µM serotonin response. P35363. hit rate 0.66% among 360,000. activation, % at 7.6 µM;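 active means activation above a run cutoff, the mean activation of all tested compounds plus 3 SD, cut at about 14% in these data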;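 further: 0% = plate median of compound wells and 100% = 30 µM serotonin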
Target sequence (P35363 whole entry, looked up): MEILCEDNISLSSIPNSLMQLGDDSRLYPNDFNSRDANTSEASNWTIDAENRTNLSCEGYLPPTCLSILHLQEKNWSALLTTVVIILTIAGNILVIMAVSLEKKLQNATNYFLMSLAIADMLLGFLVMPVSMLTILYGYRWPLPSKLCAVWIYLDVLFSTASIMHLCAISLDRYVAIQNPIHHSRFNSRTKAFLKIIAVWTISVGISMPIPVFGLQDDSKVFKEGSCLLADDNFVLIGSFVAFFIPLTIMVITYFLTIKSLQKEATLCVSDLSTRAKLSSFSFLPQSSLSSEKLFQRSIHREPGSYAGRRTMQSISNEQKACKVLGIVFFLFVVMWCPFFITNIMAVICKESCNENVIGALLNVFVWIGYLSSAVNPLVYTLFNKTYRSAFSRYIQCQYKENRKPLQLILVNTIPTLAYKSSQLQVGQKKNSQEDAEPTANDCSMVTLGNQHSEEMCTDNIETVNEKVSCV
Vif inh – HIV Vif inhibition. inhibition, % at 7.49 µM. hit rate 0.35% among 340,000. HEK293T cells, Vif self-association by quenched fluorescence, imaging, 24 h; in the data active means inhibition above about 50%, passing the limit was not always enough; further: some results filed as inactive read as strong as hits
hiPSC survival – hiPSC single-cell survival enhancement; ATPlite luminescence; 100% = ROCK inhibitor wells, 0% = DMSO; survival enhancement, % at 20 µM; hit rate 0.044% among 360,000; in the data active means survival enhancement above about 18%;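 further: cells exposed to compounds for 16 hours before the ATP read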
Exocytosis inh – blocks lytic granule exocytosis | TALL-104 LAMP-1 surface exposure, flow cytometry; cells stimulated with thapsigargin and PMA | inhibition, % at 10 µM | hit rate 0.66% among 360,000 | AID 651702;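 active means inhibition above about 55%, limit read from the data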
H9c2 protect – modulators protecting cardiomyocytes from myocardial damage; H9c2 cardiomyocytes, H2O2 injury protection, ATPLite, 2 h; protection from H2O2 cell death, % at 20 µM; hit rate 0.63% among 360,000;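 active means compounds giving at least 50% protection of heart cells from peroxide-induced death in the single-dose screen, raw or plate-pattern-corrected value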;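 further: 0% = DMSO wells with peroxide and 100% = DMSO wells without peroxide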
ABCB6 inh 2 – human ABCB6 transporter inhibition. Q9NP58. K562-ABCB6 porphyrin accumulation, flow cytometry, 1 h; active compounds read low. fluorescence ratio to DMSO, % at 10 µM. hit rate 0.19% among 360,000. AID 602162;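 active means fluorescence ratio to DMSO below 75%, the collection mean minus 3 SD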;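 further: signal is porphyrin accumulated inside mitochondria; 100% equals median channel fluorescence of DMSO control wells; lower ratio means ABCB6 inhibition with less porphyrin fluorescence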
PDI inh – PDI (human) enzyme inhibition | PDI insulin aggregation turbidity, A650, 90 min | inhibition, % at 10 µM | hit rate 0.052% among 350,000 | P07237;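 active means mean inhibition across replicates of 30% or more, whatever share of single replicates reach that level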;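 further: absorbance from insulin aggregation driven by PDI reduction with DTT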
Target sequence (P07237 whole entry, looked up): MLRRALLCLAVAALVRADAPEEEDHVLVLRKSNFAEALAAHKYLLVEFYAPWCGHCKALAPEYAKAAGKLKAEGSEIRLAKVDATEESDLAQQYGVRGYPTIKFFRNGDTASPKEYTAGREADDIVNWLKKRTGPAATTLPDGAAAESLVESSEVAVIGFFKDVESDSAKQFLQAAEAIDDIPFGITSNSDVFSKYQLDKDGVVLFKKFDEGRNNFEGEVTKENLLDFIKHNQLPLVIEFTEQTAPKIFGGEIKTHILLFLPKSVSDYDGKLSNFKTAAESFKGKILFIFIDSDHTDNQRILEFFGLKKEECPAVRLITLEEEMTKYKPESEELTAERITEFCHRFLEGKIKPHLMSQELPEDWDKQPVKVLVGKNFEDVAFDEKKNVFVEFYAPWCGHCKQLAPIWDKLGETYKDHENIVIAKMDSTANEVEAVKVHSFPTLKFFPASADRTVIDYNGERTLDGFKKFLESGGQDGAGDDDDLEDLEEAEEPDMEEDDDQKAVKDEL
aDG glyco act – increases alpha dystroglycan glycosylation | Pro5-aDG cells, alpha-DG glycosylation AlphaScreen (IIH6); 0% Pro5, 100% B10-LARGE cell signal | activation, % at 10 µM | hit rate 0.22% among 360,000 | AID 624168;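 active means activation of at least 8% versus controls, or a plate z-score of at least 8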;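 further: Pro5 are CHO cells carrying HIG-tagged alpha-DG that lacks glycosylation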
CaV13 ICDI inh – Disruptors of the CACNA1D IQ motif to Ca2+-dependent inactivation inhibitor domain association, primary screening, Förster resonance energy transfer in intact living …; HEK cells, CFP/YFP FRET ICDI-IQ, plate reader, 10 min; percent FRET-ratio fall versus neutral wells; inhibition, % at 12.3 µM; hit rate 0.098% among 340,000; AID 743397;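 active means mean replicate inhibition of at least 30% and at least 1% of replicates passing that level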;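 further: 0% = median of the neutral control wells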
Glyco luc inh – blocks N-linked glycosylation in D54 reporter cells; D54 ERlucT glycosylation luciferase reporter, 24 h; percent of 100 nM tunicamycin response; reporter increase, % at 12.5 µM; hit rate 0.23% among 360,000; AID 588692;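 active means mean luciferase reporter signal, scaled so untreated is 0 and the glycosylation-blocking control 100, at or above a set limit in every replicate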;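 further: luciferase carries N-glycosylation sites so blocking glycosylation raises the light; 0% = median of neutral control wells and 100% = median of 100 nM tunicamycin wells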
An asterisk follows results filed as active; x = no result given.

Value order – m5-HT2A agonist, Vif inh, hiPSC survival, Exocytosis inh, H9c2 protect, ABCB6 inh 2, PDI inh, aDG glyco act, CaV13 ICDI inh, Glyco luc inh
(1) Nc1nc(SCC(=O)N2CCCC2)[nH]c(=O)c1-c1ccccc1
    1, -7, 0.8, -1, -3, 91, -4, 0.0, x, 3
(2) Cn1c(CNC(=O)c2ccc(Cl)cc2)nnc1SCC(=O)NC1CCCC1
    -1, 7, 0.9, 4, -2, 95, 3, 0.0, -7, -1
(3) CN1C(=O)/C(=C2\SC(N)=NC2=O)c2ccccc21
    -6, -1, -1.7, 1, 3, 108, 9, 0.0, x, 10
(4) COc1ccc(-c2nn(-c3ccccc3)cc2N)cc1
    1, 2, 0.3, 0, -5, 103, 4, -0.4, -5, 0
(5) COc1ccc(N=C2C(=Nc3ccc(OC)cc3)N(c3ccc(N(C)C)cc3)C(=S)N2c2ccc(OC)cc2)cc1
    2, 12, -0.9, 3, 0, 98, 3, -1.0, -8, 1
(6) Cc1nc2nc(SCC(=O)N3CCOCC3)nn2c(C)c1Cc1c(F)cccc1Cl
    -3, x, -1.1, -4, 5, 100, -6, -0.1, -4, 2
(7) O=C(Cn1cnc2ccccc2c1=O)NC1CCS(=O)(=O)C1 (centres undefined)
    4, -3, -0.4, -8, 2, 100, -6, 0.3, -6, 1
(8) CC(NC(=O)COC(=O)C12CC3CC(CC(O)(C3)C1)C2)c1ccccc1 (centres undefined)
    0, 0, 5.1, -3, 7, 99, 0, -0.1, -5, 2
(9) O=c1c(-c2n[nH]c(=S)o2)cccn1Cc1ccccc1
    4, 0, -3.1, -4, -5, 110, 6, 1.5, -2, 1
(10) O=C(Cn1cnc2ccccc2c1=O)NCCC(=O)Nc1ccc2c(c1)OCCO2
    0, 9, 2.7, -1, 0, 105, 5, 0.0, -4, 0
(11) COc1ccc(-c2cc3c(c4c2ccn4C)C2CCC3C2)cc1OC (centres undefined)
    5, x, 0.9, 2, -4, 105, x, -0.2, -10, 1
(12) Cn1cc(CCC(=O)N2CCCC(C(=O)c3cccc4ccccc34)C2)cn1 (centres undefined)
    -1, 1, -0.2, 0, 6, 96, 3, 0.7, -6, 2
(13) CCC(Sc1nc2n[nH]c(C)c2c(=N)n1-c1cccc(Cl)c1)C(=O)NCCOC (centres undefined)
    -2, -12, 0.2, 2, 11, 96, -4, -0.2, x, 5
(14) OC(c1ccccc1)(c1ccccc1)C1CCN(CCCOc2ccccc2Cl)CC1
    -6, x, -0.2, 35, x, 95, x, 0.4, -5, x
(15) COc1cc(C(CC(=O)N2CCCC2)c2c(OC)cc(OC)c3c(-c4ccccc4)cc(=O)oc23)cc(OC)c1OC (centres undefined)
    -4, 0, -0.4, -2, -3, 103, 6, 0.4, -9, -3
(16) Cc1ccc(C)c(CSCC(=O)NCc2cccs2)c1
    3, -1, 0.0, -6, -1, 100, 5, 0.6, -6, -4
(17) CC(=O)Nc1ccc2c(c1)C(=Nc1cccc(C)c1)c1ccccc1-2
    -9, -4, 2.8, 7, 5, 100, -5, -0.1, -6, -2
(18) COc1ccc(NC(=O)CN(C)C(=O)c2cc3c(cc2Cl)N2CCCCCC2=NS3(=O)=O)cc1
    2, 1, -0.3, 3, 1, 105, 2, -0.4, x, 0
(19) O=C(Cc1ccc([N+](=O)[O-])cc1)N/N=C/c1ccccc1F
    -2, -13, -0.1, 4, -6, 94, -5, 0.4, -5, 2
(20) Cc1ccc(C(=O)Cc2nnc(C)s2)cc1
    4, -12, -2.3, 0, 1, 118, -4, 0.0, -3, -3

Overlap with the part before: 3 entries; new compounds follow.
Value order – m5-HT2A agonist, Vif inh, hiPSC survival, Exocytosis inh, H9c2 protect, ABCB6 inh 2, PDI inh, aDG glyco act, CaV13 ICDI inh, Glyco luc inh
(18) COc1ccc(NC(=O)CN(C)C(=O)c2cc3c(cc2Cl)N2CCCCCC2=NS3(=O)=O)cc1
    2, 1, -0.3, 3, 1, 105, 2, -0.4, x, 0
(19) O=C(Cc1ccc([N+](=O)[O-])cc1)N/N=C/c1ccccc1F
    -2, -13, -0.1, 4, -6, 94, -5, 0.4, -5, 2
(20) Cc1ccc(C(=O)Cc2nnc(C)s2)cc1
    4, -12, -2.3, 0, 1, 118, -4, 0.0, -3, -3
(21) CCOC(=O)c1c(-c2ccc(-c3ccccc3)cc2)csc1NC(=O)C1C2CCC(O2)C1C(=O)O (centres undefined)
    -2, -2, 6.5, 12, -1, 100, 18, 0.4, 0, 2
(22) Cc1ccc(NC(=O)CSc2nc3ccccc3c(=O)n2CCCC(=O)N2CCCC2)cc1
    -1, -3, -1.0, 2, 14, 98, -10, -0.1, -4, 14
(23) CCCCC1Cc2[nH]c(=S)[nH]c(=O)c2C(c2ccc(C(C)C)cc2)O1 (centres undefined)
    1, x, 0.0, 4, x, 100, x, 0.2, -6, x
(24) Cc1ccc(NC(=O)CN2C(=O)NC3(CCc4ccccc43)C2=O)cc1 (centres undefined)
    1, 0, 0.0, -4, 2, 96, 9, 0.0, -6, 3
(25) Cc1ccc(N)c([N+](=O)[O-])c1
    2, -3, -0.5, -2, 5, 97, x, 0.1, x, 0
(26) CCN(CC)CC(O)Cn1c(-c2cccc(Cl)c2)nc2cc(C)c(C)cc21 (centres undefined)
    2, -6, 1.7, 1, 8, 94, 5, -0.1, -4, -1
(27) Cc1ccccc1NC(=O)Nc1nc(CN)cs1
    11, 11, 0.2, -4, -6, 102, 1, -0.3, -3, -3
(28) COc1cccc(NC(=O)CN2CCCCCC2)c1
    1, -2, 1.4, 1, 7, 102, 5, 0.0, -3, 0
(29) O=C(/C=C/c1ccccc1)NC(=S)Nc1ccccc1
    -2, -3, -0.2, 4, -2, 91, 1, 0.4, -7, -2
(30) O=C(Nc1cc(S(=O)(=O)N2CCCCCC2)ccc1OCC(F)(F)F)c1cnccn1
    2, -4, -0.4, -10, -14, 96, -2, 0.0, -2, -3
(31) O=C(CC[C@H]1O[C@@H](n2ccc(=O)[nH]c2=O)[C@H](O)[C@@H]1O)NCc1cccc2ccccc12
    3, 0, -4.0, 3, 3, 104, x, 0.0, -3, 0
(32) COc1cccc(C2=NOC(C(=O)N3CCc4ccccc4C3)C2)c1 (centres undefined)
    -1, 9, 9.5, -2, 32, 99, x, 0.0, -5, 1
(33) Cn1nc(C(C)(C)C)cc1C(=O)NCc1ccc2c(c1)OCO2
    3, -20, -0.1, 0, -18, 87, -4, 4.2, x, -2
(34) COc1ccc(C(=O)c2c(C(F)(F)F)oc3c2C(=O)c2ccccc2C3=O)cc1
    -1, 6, -3.7, 25, -33, 106, -2, 1.2, x, -18
(35) CC(=O)Oc1ccc(-c2cccc(C(=O)Oc3ccccc3)c2)cc1
    -5, x, -2.3, -3, -21, 193, -29, 0.3, x, 0
(36) N/C(=N\OC(=O)c1ccc(=O)n(Cc2ccc(Cl)cc2)c1)c1ccccn1
    0, -16, -2.4, -17, 2, 101, -3, 2.8, 0, 3
(37) Nc1nnc(SCC(=O)N2CCN(c3ccccc3)CC2)s1
    0, -5, -1.4, -6, -5, 91, 4, -0.1, -4, 0
(38) CC12CCC(=O)N1C(C(=O)O)Cc1c2[nH]c2ccccc12 (centres undefined)
    -1, 0, -0.8, -1, -11, 86, -3, 0.0, -4, 0
(39) O=[N+]([O-])c1ccc2c([N+](=O)[O-])ccc3c2c1CC3
    4, 2, -1.0, -2, 0, 101, -2, 0.0, -11, 9
(40) C=CCn1c(NCc2ccco2)nc2ccccc21
    -1, 1, 5.5, -10, 10, 101, 9, 0.2, -1, 2

Value order – m5-HT2A agonist, Vif inh, hiPSC survival, Exocytosis inh, H9c2 protect, ABCB6 inh 2, PDI inh, aDG glyco act, CaV13 ICDI inh, Glyco luc inh
(41) Cc1ccc(S(=O)(=O)Nc2ccc(-c3cn4ccc(C)cc4n3)cc2)cc1
    -2, -22, -0.9, -7, 0, 93, 8, 0.4, 5, 2
(42) C[C@@H]1[C@H]2[C@@H]3CC[C@@H](C3)[C@H]2CN[C@H]1c1cn(Cc2ccccc2)c2ccccc12
    3, -2, -3.6, 8, -21, 100, 0, 0.3, -2, -4
(43) CCc1cc(=O)oc2cc(OCC(=O)NC3CC(C)(C)NC(C)(C)C3)ccc12
    2, -5, 0.4, -2, 3, 99, 11, -0.1, -4, 0
(44) COC(=O)CN(C#N)c1nc(OC)nc(N(C)C)n1
    5, -1, -1.0, 0, 0, 99, -5, 0.2, -5, -2
(45) CCOC(CNC(=O)c1ccc(CNC(=O)c2ccc(OC)c(OC)c2)cc1)OCC
    1, 15, 0.3, -18, -1, 97, 4, 0.5, -7, 2
(46) O=C(CCN1C(=O)C2CC=C(Cl)CC2C1=O)N1CCCCC1 (centres undefined)
    1, 10, -1.0, -2, -1, 104, 2, 0.0, -9, 1
(47) COc1ccc(NC(=O)CN(C)C(=O)c2cc(-c3ccco3)nc3ccccc23)cc1
    -4, 2, -0.5, 2, 11, 97, -5, -0.1, -6, -3
(48) CCOc1ccc(OCCn2ccnc2)cc1
    1, 0, -2.1, 0, 4, 98, -5, -0.1, -6, 1
(49) Cc1ccc(C(=O)CCC(=O)OCC(=O)Nc2nnc(-c3ccccc3)o2)cc1
    2, 4, 0.2, -4, 13, 98, 6, 0.5, -6, 4
(50) CC(=O)c1ccc(Nc2c([N+](=O)[O-])ccc3nonc23)cc1
    2, -6, -0.5, -8, -7, 98, 0, 0.3, -15, -3
(51) Cc1ccc(NCC(=O)N/N=C/c2ccc(-c3cccc(C(F)(F)F)c3)o2)cc1
    -3, -4, -1.4, 3, -2, 101, -4, -0.3, -7, 3
(52) CC(=O)c1ccc(OCc2ccc(Oc3c(Cl)cccc3[N+](=O)[O-])cc2)cc1
    -2, -8, -0.5, -2, -27, 92, 14, 1.1, -4, -5
(53) O=C(c1ccc(-n2cccc2)cc1)N1CCN(Cc2ccccc2)CC1
    -4, -5, -2.5, 0, 11, 96, -2, -0.2, -5, -6
(54) COc1ccccc1N(CC(=O)NCC1CCCO1)C(=O)CNS(=O)(=O)c1ccccc1 (centres undefined)
    -5, 5, -0.3, 1, -4, 96, 4, -0.2, -18, 1
(55) CN(CCN1CCOCC1)C(=O)CC1C(=O)NCCN1Cc1ccccc1F (centres undefined)
    10, -10, -0.1, -2, 4, 102, -4, 0.1, -5, 0
(56) CCOC(=O)N1CCN(c2cc(=O)n(-c3ccccc3Cl)c(=O)[nH]2)CC1
    -1, -1, 0.5, -5, 5, 99, 2, 0.0, -6, 1

Screen by screen, from the results shown.
Entries 44 to 55 in Glyco luc inh read -2, 2, 1, -3, 1, 4, -3, 3, -5, -6, 1, 0
Entries 44 to 55 in Vif inh read -1, 15, 10, 2, 0, 4, -6, -4, -8, -5, 5, -10
Entries 44 to 55 in aDG glyco act read 0.2, 0.5, 0.0, -0.1, -0.1, 0.5, 0.3, -0.3, 1.1, -0.2, -0.2, 0.1
